FXIIa inh: human FXIIa protease inhibitors, primary screen, biochemical, single well; Coagulation factor XII (Homo sapiens), P00748; purified human FXIIa, AMC substrate fluorescence, 2 h; inhibition, % at 10 µM; actives 0.2% (n = 33,000); AID 701, 2007; in the data active = inhibition above about 30%;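 also: 0% = enzyme with vehicle only and 100% = no enzyme blank; many of its hits are not listed in these tables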
Target sequence (P00748 20-372 limits assumed): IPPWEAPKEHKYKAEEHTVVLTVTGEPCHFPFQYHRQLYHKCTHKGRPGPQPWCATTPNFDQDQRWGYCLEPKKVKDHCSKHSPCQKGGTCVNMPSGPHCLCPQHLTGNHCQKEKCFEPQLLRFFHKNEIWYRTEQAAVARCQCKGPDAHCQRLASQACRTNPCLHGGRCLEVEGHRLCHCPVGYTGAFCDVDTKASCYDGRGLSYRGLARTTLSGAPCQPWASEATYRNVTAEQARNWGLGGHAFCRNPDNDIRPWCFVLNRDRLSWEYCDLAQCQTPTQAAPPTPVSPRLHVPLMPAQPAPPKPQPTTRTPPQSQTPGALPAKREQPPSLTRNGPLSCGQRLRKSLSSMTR
Target sequence (P00748 373-615 limits assumed): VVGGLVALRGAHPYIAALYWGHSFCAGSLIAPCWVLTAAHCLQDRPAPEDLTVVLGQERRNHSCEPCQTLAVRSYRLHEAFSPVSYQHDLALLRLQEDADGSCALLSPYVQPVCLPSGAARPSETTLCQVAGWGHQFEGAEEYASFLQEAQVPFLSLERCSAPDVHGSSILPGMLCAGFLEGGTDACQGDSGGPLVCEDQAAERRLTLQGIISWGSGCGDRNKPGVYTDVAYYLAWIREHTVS
FXIa inh: human FXIa protease inhibitors, primary screen, biochemical, single compound per well | actives 0.3% (n = 33,000) | purified human FXIa, fluorogenic AMC substrate cleavage | inhibition, % at 10 µM | Coagulation factor XI (Homo sapiens), P03951;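 active = inhibition above 40% in the primary screen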;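 also: 0% = enzyme without compound and 100% = blank wells lacking enzyme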
* hit, by the source's call.

FXIIa inh	FXIa inh	SMILES
3	0	NC(=O)CSc1nc2ccccc2n1Cc1ccccc1F
7	2	CCOC(=O)C1=C(c2ccccc2)NC(SCC(=O)Nc2ccc(C)cc2)=C(C#N)C1c1ccco1 (stereo unspecified)
5	0	COC(=O)c1sccc1NC(=O)C1C2C=CC(C2)C1C(=O)O (stereo unspecified)
7	-4	CC1CCCCC1NC(=O)C(Cc1ccccc1)NS(=O)(=O)c1cccs1 (stereo unspecified)
3	2	COc1ccc(NC(=O)c2cc(Cl)ccc2NC(=O)c2ccco2)c(OC)c1
3	22	COc1cc2cc(/C=C/C(=O)c3ccco3)c(Cl)nc2cc1OC
4	7	CC(=O)OCc1c(C(F)(F)F)nn(C)c1SCc1ccc(Cl)cc1
-3	3	O=C(COC(=O)Cc1cccs1)Nc1ccc(F)c(F)c1F
4	2	Clc1ccc(N=c2ssnc2Cl)cc1
2	-9	CC(C)C(=O)N(c1cc2sc(=O)oc2c2ccccc12)S(=O)(=O)c1cccs1
-11	0	CCN(CC(N)=O)S(=O)(=O)c1ccc(Br)cc1
10	-8	CCCNC(=O)NC(=O)CSc1nnc(C)n1N
6	-1	Cc1cccc(N(C)C(=S)Oc2ccc3ccccc3c2)c1
11	5	CCNC(=O)CC1C(=O)N(CC)C(=S)N1NC(=O)c1ccc(Cl)cc1 (stereo unspecified)
2	3	CCn1c2ccccc2c2cc(NC(=O)C(C)C)ccc21
4	9	O=Cc1ccc2oc3nc4n(c(=O)c3c(=O)c2c1)CCCS4
-14	2	O=C(Cc1ccccc1)N(c1ccc(F)cc1)C1C=CS(=O)(=O)C1 (stereo unspecified)
-12	16	O=c1cc2c(nn1Cc1ccccc1Cl)-c1ccccc1CC2
0	0	CC1CCN(c2ccc(NC(=S)NC(=O)c3ccc(-c4cccc([N+](=O)[O-])c4)o3)cc2)CC1
4	7	O=C(Nc1nnc(-c2ccc3c(c2)CCCC3)o1)C1CCCCC1
10	1	Nc1ccc(Oc2ccc([N+](=O)[O-])cc2[N+](=O)[O-])cc1
-3	-3	CCOC(=O)CSCC(=O)Nc1ccc(S(=O)(=O)N2CCCCC2)cc1
4	5	CC(=O)Nc1ccc(N2CCCCC2)c(C(=O)Nc2cccc(C)c2)c1
12	2	O=C(c1ccccc1CCc1ccccc1)N1CCN(c2ccccn2)CC1

Structures shown so far that contain a nitro group on carbon:
FXIIa inh	FXIa inh	SMILES
0	0	CC1CCN(c2ccc(NC(=S)NC(=O)c3ccc(-c4cccc([N+](=O)[O-])c4)o3)cc2)CC1
10	1	Nc1ccc(Oc2ccc([N+](=O)[O-])cc2[N+](=O)[O-])cc1

Next structures.
FXIIa inh	FXIa inh	SMILES
4	-11	CSc1ccc(C(=S)N2CCN(Cc3ccccc3)CC2)cc1
6	9	CC1CCCC(NC(=O)CCCn2c(=O)[nH]c3cc(Cl)ccc3c2=O)C1C (stereo unspecified)
6	-1	CC(=O)Nc1ccc(S(=O)(=O)N2CCN(C(=O)Cc3ccccc3)CC2)cc1
13	-1	C=C(c1ccc(OC)cc1)c1ccc(OC)cc1
3	-2	O=C(NC1CCCc2ccccc21)c1ccc(=O)[nH]c1 (stereo unspecified)
2	-4	COc1ccc(-c2nc(-c3cccs3)c(-c3cccs3)[nH]2)cc1OC
-16	15	O=C(Nc1ccccc1)C1CCCN(S(=O)(=O)c2ccc(-n3cnnn3)cc2)C1 (stereo unspecified)
9	0	O=C(CSc1c2c(nc3ccc(Cl)cc13)CCCC2)NCc1ccco1
3	-4	CCOC(=O)N1CCN(CCC(=O)Nc2ccc(C)cc2)CC1
-10	21	COC(=O)c1sccc1NC(=O)c1ccc(OC)c(OC)c1
3	6	COC(=O)c1ccc2c(c1)C(C)(C)C(/C=C/c1ccc(OC)c(OC)c1OC)=[N+]2C
8	4	CCCCCCNC(=O)CC(c1ccccc1)c1cc(Br)ccc1O (stereo unspecified)
4	3	O=C(O)c1ccccc1S
4	6	CC(C[N+](C)(C)C)OC(N)=O (stereo unspecified)
4	0	O=C(Nc1cccc(-c2cnc3ccccc3n2)c1)c1ccco1
7	9	c1ccc(-c2onc3c2CCCC3)cc1
2	-4	CCCOc1cc(C)c(S(=O)(=O)n2nnc3ccccc32)cc1C
-2	0	CCc1ccc(N=CC2=C(O)CC(c3ccco3)CC2=O)cc1 (stereo unspecified)
8	4	CCOC(=O)CC1C(=O)NCCN1Cc1cccc(OC)c1 (stereo unspecified)
5	0	COc1ccc(C2C(C(C)=O)=C(C)Nc3ncnn32)cc1OC (stereo unspecified)
0	-3	CN1CCN(C(=O)c2ccc(COc3ccc(Cl)cc3Cl)cc2)CC1
11	3	CCOC(=O)c1cc2sccc2n1CC(=O)OC
4	0	O=C(NNC(=S)Nc1cccc2ccccc12)c1cccc(Br)c1
8	-9	O=C(Nc1ccccc1)c1ccc(OC(=O)c2cc3ccccc3o2)cc1
11	-3	O=S(=O)(NC1CC2CCC1C2)c1ccc(Br)s1 (stereo unspecified)
5	-10	CCOc1ccc(C(=O)OCC(=O)Nc2cc(C)on2)cc1OCC
6	-2	Nc1c(C(=O)c2ccccc2)oc2ccccc12
-1	-2	CN(Cc1ccccc1)S(=O)(=O)c1ccc(S(=O)(=O)N(Cc2ccc(F)cc2)C2CCCC2)cc1
7	-5	O=C(CSCc1c(F)cccc1Cl)NCC1CCCO1 (stereo unspecified)
10	-3	CCC(=O)Nc1cccc(NC(=O)CSc2nnc(C(C)C)n2CC)c1
-12	-10	Cn1c(SCc2nc(-c3ccc(Br)cc3)no2)nnc1-c1ccco1
7	-8	Nc1ccc(S(=O)(=O)c2ccc(Cl)cc2)cc1
-10	1	O=C(O)c1ccc(NS(=O)(=O)/C=C/c2ccccc2)cc1O
4	-8	O=C(Nc1ccc(S(=O)(=O)Nc2nccc(C3Cc4ccccc4C(=O)O3)n2)cc1)c1ccccc1 (stereo unspecified)
11	8	CC(=O)Nc1sc2c(c1CN1CCN(C)CC1)CCCC2
2	10	COc1ccc2c(CC(=O)NCC3CCC(C(=O)O)CC3)cc(=O)oc2c1 (stereo unspecified)
8	1	CC(=O)SC(C[N+](=O)[O-])c1cn(C(C)=O)c2ccccc12 (stereo unspecified)
8	5	CCCOc1cccc(CN2CCCCC2c2cccnc2)c1 (stereo unspecified)
14	0	C(=C\c1ccccc1)/CN1CCN(c2ncnc3c2oc2ccccc23)CC1
6	0	NC(=O)CC(c1ccccc1)c1ccco1 (stereo unspecified)
17	2	COc1ccccc1C(=O)Nc1nc(-c2cccs2)c(NC(C)=O)s1
-10	23	CC(=O)c1cnc2c(-c3ccccc3)cnn2c1C
6	-9	O=c1c2ccccc2c(C=NCCc2ccccc2)c(O)n1Cc1ccccc1
7	7	Cc1ccc(Nc2nc(N)nc(CSc3nc(C)cc(C)n3)n2)cc1
2	-3	N#Cc1ccc(N2CCN(c3ccc(F)cc3)CC2)cc1
3	4	CN(C)c1ccc(NC(=O)c2ccc(COc3cccc(Cl)c3)o2)cc1
9	1	COC(=O)c1ccc(Cn2cnc3c(cnn3-c3ccc(C)c(C)c3)c2=O)o1
7	10	Cc1cccc(N2CCN(C(=O)C(NS(=O)(=O)c3cccs3)c3ccccc3)CC2)c1C (stereo unspecified)
3	0	CCCn1c2ccccc2c2nnc(SCC(=O)Nc3nnc(CC(=O)OCC)s3)nc21
9	-6	O=C(CN(c1ccc2c(c1)OCCO2)S(=O)(=O)c1ccccc1)NCC1CCCO1 (stereo unspecified)
7	4	COC(=O)c1ccc(-c2n[nH]c(=O)c3ccccc23)cc1
-8	-1	CC(C)C(=O)N(Cc1ccccc1)c1ccccn1
7	7	Cc1cc(C)cc(C(=O)O/N=C(\N)c2ccc(Br)cc2)c1
2	40	CCOC(=O)Cn1c(C)cc(=O)c2ccccc21
8	-2	O=C(O)c1cn(-c2ccccc2)nc1-c1ccc(Cl)cc1
-12	-14	NC(=O)CC12CC3CC(C1)CC(CC(N)=O)(C3)C2

More entries.
FXIIa inh	FXIa inh	SMILES
14	-3	O=C(O)C1CC=CCC1C(=O)c1ccccc1 (stereo unspecified)
-6	0	COc1ccc(C(C)NC(=O)c2ccccc2)cc1 (stereo unspecified)
1	-4	CC(=O)Cc1nsc(NC(=O)c2ccc(-c3ccc(Cl)cc3Cl)o2)n1
9	0	Cc1ccc2[nH]c(SCC(=O)N3CCOCC3)nc2c1C
9	3	CC(=C/C(=O)O)/C=C/c1ccc(Cl)o1
3	5	Cc1ccc(NC(=O)c2cc(-c3ccc(C)o3)nc3ccccc23)cc1
8	12	Cc1ccc(CNc2nc(N)c([N+](=O)[O-])c(Nc3cccc(F)c3)n2)cc1
8	5	Cc1cc(C(=O)NC(C)c2ccncc2)cs1 (stereo unspecified)

By substructure, the compounds so far containing a thiophene ring, fused or not.
FXIIa inh	FXIa inh	SMILES
5	0	COC(=O)c1sccc1NC(=O)C1C2C=CC(C2)C1C(=O)O (stereo unspecified)
7	-4	CC1CCCCC1NC(=O)C(Cc1ccccc1)NS(=O)(=O)c1cccs1 (stereo unspecified)
-3	3	O=C(COC(=O)Cc1cccs1)Nc1ccc(F)c(F)c1F
2	-9	CC(C)C(=O)N(c1cc2sc(=O)oc2c2ccccc12)S(=O)(=O)c1cccs1
2	-4	COc1ccc(-c2nc(-c3cccs3)c(-c3cccs3)[nH]2)cc1OC
-10	21	COC(=O)c1sccc1NC(=O)c1ccc(OC)c(OC)c1
11	3	CCOC(=O)c1cc2sccc2n1CC(=O)OC
11	-3	O=S(=O)(NC1CC2CCC1C2)c1ccc(Br)s1 (stereo unspecified)
11	8	CC(=O)Nc1sc2c(c1CN1CCN(C)CC1)CCCC2
17	2	COc1ccccc1C(=O)Nc1nc(-c2cccs2)c(NC(C)=O)s1
7	10	Cc1cccc(N2CCN(C(=O)C(NS(=O)(=O)c3cccs3)c3ccccc3)CC2)c1C (stereo unspecified)
8	5	Cc1cc(C(=O)NC(C)c2ccncc2)cs1 (stereo unspecified)

Remaining list, next part.
FXIIa inh	FXIa inh	SMILES
5	-5	NC(=O)C1CCN(C(=O)CSc2nc3ccccc3o2)CC1
4	-6	O=C1c2ccccc2C(=O)N1CCC1=CCCCC1
4	-1	O=[N+]([O-])c1ccc(Sc2n[nH]c(-c3ccc(Cl)cc3Cl)n2)nc1
5	-7	CCOC(=O)C(CC)Sc1nnc2c3cc(C)ccc3n(C)c2n1 (stereo unspecified)
11	-2	CC1(C)Cc2ccccc2-c2nnc(-c3ccco3)n21
6	2	Cc1cc(NC(=O)CCCSc2nc(-c3ccco3)cc(C(F)(F)F)n2)no1
12	-2	Cn1ncc(C#N)c1NC(=O)C1CC(c2ccc(Cl)cc2)=NO1 (stereo unspecified)
-18	6	Cc1ccc(S(=O)(=O)Nc2nc3ccc(S(=O)(=O)N4CCCC4)cc3s2)cc1
-1	-5	O=c1c2ccccc2nc2n1C1(CCCCC1)Cc1ccccc1-2
13	-2	CCCC(CCC)C(=O)Nc1c[nH]c(=O)[nH]c1=O
6	-7	N#Cc1cc2cc3c(cc2nc1SCC(=O)OC1CCCCC1)OCO3
-4	-3	O=C(CSc1nnnn1-c1ccccc1)N1CCc2ccccc21
9	-3	O=C(Nc1ccc(F)cc1)c1cccc(NC(=O)C2C3CC4OC(=O)C2C4C3)c1 (stereo unspecified)
-13	-15	[O-]C1=N/[N+](=C/c2ccccc2Cl)CC1
-13	6	O=C(CN1CCN(c2ccccc2F)CC1)c1c[nH]c2ccc(F)cc12
3	3	O=C(O)C1C2CCC(O2)C1C(=O)NCCC1=CCCCC1 (stereo unspecified)
8	8	C=CCN1C(=O)C(Cc2ccccc2)S/C1=N/N=C/c1cccs1 (stereo unspecified)
6	0	O=c1[nH]c2ccc(S(=O)(=O)N3CCC(Cc4ccccc4)CC3)cc2o1
3	-1	CN(C)S(=O)(=O)N1CCN(S(=O)(=O)c2ccc(F)cc2)CC1
8	10	CC(C)NC1=C(Cl)C(=O)c2ccccc2C1=O
4	-14	CCOC(=O)c1c(CN2CCOCC2)n(-c2ccccc2)c2cc(Br)c(O)c(CN(C)C)c12
3	4	CCCNC(=O)c1[nH]c(C)c(C(C)=O)c1C
-14	15	Cc1c(NS(=O)(=O)N2CCCCC2)c(=O)n(-c2ccccc2)n1C
1	1	CCOc1ccc(Cl)cc1S(=O)(=O)n1cnc2cc(C)c(C)cc21
-3	-12	CCN(CC)CCNc1nc(-c2ccccc2)c2c(c1C#N)CC(C)(C)OC2
10	-3	COc1cc2c(cc1OC)C(c1ccc(-c3ccc(Cl)c(Cl)c3)o1)=NCC2
0	-1	COc1ccc(-c2nc(Cn3c(SCc4ccc(F)cc4)nc4ccncc43)c(C)o2)cc1OC
2	-12	CC1(c2ccncc2)Nc2ccccc2-c2nc3ccccc3n21 (stereo unspecified)
6	5	Cc1ccc(CN2C(=O)c3ccccc3C2C(=O)NCc2cccnc2)cc1 (stereo unspecified)
8	13	Cc1cc(N2CCN(c3ccccc3)CC2)nc(-c2ccccc2O)n1
9	1	NS(=O)(=O)c1ccc(NC(=O)CN2CCN(Cc3ccccc3)CC2)cc1
3	-1	COC(=O)c1ccc(NC(=O)COc2ccc(S(=O)(=O)NC(C)C)cc2)cc1
-11	2	COC(=O)C1=C(C)NC(=O)NC1/C=C/c1ccccc1 (stereo unspecified)
-12	27	CC(C)C(=O)N(c1ccc2oc(=O)sc2c1)S(=O)(=O)c1ccccc1
6	2	Cc1cc(C(=O)O)ccc1N/C=C1\CCCC(C)C1=O (stereo unspecified)
5	-1	O=C(NCC(=O)N(c1cccnc1)C(C(=O)NC1CCCC1)c1ccco1)c1cccs1 (stereo unspecified)
-12	32	COc1cc(-c2nnc(Sc3ccc(C(F)(F)F)cc3[N+](=O)[O-])o2)cc(OC)c1OC
18	33	CC(=O)Nc1cc(OC(=O)c2ccco2)cc(OC(=O)c2ccco2)c1
-17	26	COc1ccc(/C=N/n2c(N)c(S(=O)(=O)c3cccs3)c3nc4ccccc4nc32)cc1OC
-13	-2	c1ccc(CSc2nncn2-c2ccccn2)cc1
4	-1	c1ccc(Nc2nc(N3CCNCC3)nc(N3CCOCC3)n2)cc1

High-throughput results deposited in PubChem BioAssay by PCMD.

This is a subset, so the mix of outcomes need not match the whole.
